Source: PubChem BioAssay
Mtb BioA inh: M. tuberculosis BioA enzyme inhibitors, primary screen, biochemical, plate reader, single point, HTS; 7,8-diaminopelargonic acid synthase BioA (Mycobacterium tuberculosis); purified M. tuberculosis BioA enzyme; inhibition, % at 9.99 µM; actives 0.096% (n = 360,000); in the data active means inhibition above about 40%
TcdB GH inh: TcdB glycohydrolase inhibitors, primary screen, biochemical, single point, plate reader | Toxin B (Clostridioides difficile), P18177 | TcdB glycohydrolase enzymatic assay | inhibition, % at 9.99 µM | actives 0.24% (n = 350,000) | AID 652162, 2013; in the data active means inhibition above about 10%
Target sequence (P18177 whole entry, looked up): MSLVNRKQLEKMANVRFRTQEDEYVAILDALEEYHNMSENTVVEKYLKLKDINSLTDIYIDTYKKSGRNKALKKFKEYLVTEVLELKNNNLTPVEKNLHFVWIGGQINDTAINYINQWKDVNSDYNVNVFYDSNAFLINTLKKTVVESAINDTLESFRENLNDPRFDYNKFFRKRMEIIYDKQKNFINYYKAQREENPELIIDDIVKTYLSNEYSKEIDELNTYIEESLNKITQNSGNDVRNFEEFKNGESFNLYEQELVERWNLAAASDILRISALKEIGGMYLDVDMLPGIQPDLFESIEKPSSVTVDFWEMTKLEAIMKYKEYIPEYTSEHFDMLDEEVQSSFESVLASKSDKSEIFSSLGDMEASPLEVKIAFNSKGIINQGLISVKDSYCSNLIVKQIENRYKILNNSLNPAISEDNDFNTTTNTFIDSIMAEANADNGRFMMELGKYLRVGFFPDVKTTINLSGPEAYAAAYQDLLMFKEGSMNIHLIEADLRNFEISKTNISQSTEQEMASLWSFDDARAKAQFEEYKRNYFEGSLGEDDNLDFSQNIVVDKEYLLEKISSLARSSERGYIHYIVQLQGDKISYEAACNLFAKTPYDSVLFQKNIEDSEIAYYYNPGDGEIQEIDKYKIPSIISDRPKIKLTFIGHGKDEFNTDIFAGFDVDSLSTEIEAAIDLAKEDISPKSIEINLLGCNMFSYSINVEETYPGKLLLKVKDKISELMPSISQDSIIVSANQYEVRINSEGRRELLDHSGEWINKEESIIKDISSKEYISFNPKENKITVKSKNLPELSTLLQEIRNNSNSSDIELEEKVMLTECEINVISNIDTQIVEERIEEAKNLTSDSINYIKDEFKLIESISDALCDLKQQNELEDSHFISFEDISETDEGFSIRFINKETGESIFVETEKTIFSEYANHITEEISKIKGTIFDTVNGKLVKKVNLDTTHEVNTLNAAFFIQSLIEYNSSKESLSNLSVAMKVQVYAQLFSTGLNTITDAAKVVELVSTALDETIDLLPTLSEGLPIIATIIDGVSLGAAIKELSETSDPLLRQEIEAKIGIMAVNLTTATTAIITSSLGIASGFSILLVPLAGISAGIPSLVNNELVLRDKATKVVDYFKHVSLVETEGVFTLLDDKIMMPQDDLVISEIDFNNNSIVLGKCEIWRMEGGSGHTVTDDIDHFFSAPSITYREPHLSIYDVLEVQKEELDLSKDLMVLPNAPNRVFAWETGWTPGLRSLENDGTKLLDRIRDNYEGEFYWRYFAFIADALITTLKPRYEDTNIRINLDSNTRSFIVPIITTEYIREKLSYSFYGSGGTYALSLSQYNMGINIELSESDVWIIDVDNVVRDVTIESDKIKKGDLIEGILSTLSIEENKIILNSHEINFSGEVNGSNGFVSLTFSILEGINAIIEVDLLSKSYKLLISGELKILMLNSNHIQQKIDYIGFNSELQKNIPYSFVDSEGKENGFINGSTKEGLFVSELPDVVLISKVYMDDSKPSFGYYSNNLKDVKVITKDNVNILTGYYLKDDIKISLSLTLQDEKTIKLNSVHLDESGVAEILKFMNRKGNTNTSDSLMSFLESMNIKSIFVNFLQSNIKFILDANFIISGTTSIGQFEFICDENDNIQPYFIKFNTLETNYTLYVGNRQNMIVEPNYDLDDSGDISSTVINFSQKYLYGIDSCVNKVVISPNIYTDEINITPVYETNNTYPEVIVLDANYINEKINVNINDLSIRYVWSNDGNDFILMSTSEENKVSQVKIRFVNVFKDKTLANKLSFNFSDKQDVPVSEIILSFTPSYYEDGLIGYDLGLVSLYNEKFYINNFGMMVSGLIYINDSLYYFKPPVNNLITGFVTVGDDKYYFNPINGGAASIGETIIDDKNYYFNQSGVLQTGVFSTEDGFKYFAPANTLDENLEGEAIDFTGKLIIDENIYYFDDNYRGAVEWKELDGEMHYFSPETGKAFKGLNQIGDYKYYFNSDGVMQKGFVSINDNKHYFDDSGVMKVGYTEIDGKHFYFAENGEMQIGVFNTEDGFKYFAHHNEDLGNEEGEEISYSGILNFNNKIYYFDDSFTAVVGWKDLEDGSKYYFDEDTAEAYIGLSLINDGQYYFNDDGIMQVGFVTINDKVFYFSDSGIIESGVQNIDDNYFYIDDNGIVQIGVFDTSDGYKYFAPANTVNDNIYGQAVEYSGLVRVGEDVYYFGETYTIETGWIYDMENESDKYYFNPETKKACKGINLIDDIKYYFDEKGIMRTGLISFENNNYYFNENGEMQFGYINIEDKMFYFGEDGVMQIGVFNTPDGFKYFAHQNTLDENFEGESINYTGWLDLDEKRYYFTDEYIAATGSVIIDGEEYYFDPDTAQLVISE
* hit, by the source's call. Some of the compounds tested. The share of hits here may be higher or lower than overall.

SMILES	Mtb BioA inh	TcdB GH inh
COc1cccc(S(=O)(=O)Nc2ccc3c(c2)[C@@H]2C[C@H](CC(=O)NC4CCCCC4)O[C@H](CO)[C@@H]2O3)c1	-1.8	-1.8
Cc1ccc(-c2ccc([C@H]3[C@@H](CO)N4CCCCN(C(=O)Nc5cccc(F)c5)C[C@H]34)cc2)cc1	1.3	0.0
C[C@@H]1CCCCO[C@@H](CN(C)S(=O)(=O)c2ccc(Cl)cc2)[C@H](C)CN([C@@H](C)CO)C(=O)c2cc(NC(=O)CCC(F)(F)F)ccc2O1	0.7	0.5
O=C(NCC[C@H]1CC[C@H](NS(=O)(=O)Cc2ccccc2)[C@@H](CO)O1)C1CCCC1	-0.7	1.9
C[C@@H]1CCCCO[C@H](CN(C)Cc2ccc3c(c2)OCO3)[C@@H](C)CN([C@@H](C)CO)C(=O)c2cc(NC(=O)Nc3ccc(F)cc3)ccc2O1	-0.6	0.0
COc1ccc(NC(=O)Nc2ccc3c(c2)C(=O)N([C@@H](C)CO)C[C@H](C)[C@H](CN(C)C(=O)NC2CCCCC2)OCCCC[C@H](C)O3)cc1	1.1	0.4
C[C@@H]1CN([C@@H](C)CO)C(=O)Cc2cc(NC(=O)CCC(F)(F)F)ccc2O[C@@H]1CN(C)C(=O)Nc1ccc2c(c1)OCO2	-0.5	0.4
C[C@H]1CN([C@@H](C)CO)C(=O)c2cc(C#Cc3ccccc3F)cnc2O[C@@H]1CN(C)C	-0.8	0.0
C[C@H](CO)N1C[C@H](C)[C@@H](CN(C)Cc2ccc(Cl)c(Cl)c2)Oc2ccc(NC(=O)CCCN(C)C)cc2C1=O	2.0	1.5
O=C(C[C@H]1C=C[C@@H](NC(=O)C2CCOCC2)[C@@H](CO)O1)NCC1CC1	0.2	0.9
O=C(NCCc1ccncc1)[C@H]1[C@H](CO)[C@H]2Cn3c(ccc(-c4ccncc4)c3=O)[C@H]2N1C(=O)C1CC1	-0.6	-4.7
COc1ccc(NC(=O)Nc2ccc3c(c2)CC(=O)N([C@H](C)CO)C[C@@H](C)[C@H](CN(C)Cc2ccc(-c4ccccc4)cc2)O3)cc1	0.2	-0.1
C[C@@H]1CN([C@H](C)CO)C(=O)c2cc(NC(=O)Cn3cnnn3)ccc2O[C@H]1CN(C)Cc1ccc2c(c1)OCO2	11.3	0.0
OC[C@@H]1[C@@H](c2ccc(-c3ccccc3F)cc2)[C@@H]2CN(Cc3cncnc3)CCCCN12	-3.9	0.6
Cc1ccc(S(=O)(=O)Nc2ccc3c(c2)CC(=O)N([C@H](C)CO)C[C@H](C)[C@@H](CN(C)C(=O)Nc2ccc(F)cc2)O3)cc1	-2.0	-0.6
O=C(Cc1cccnc1)N[C@H]1CC[C@H](CCn2cc(Cc3ccccc3)nn2)O[C@@H]1CO	0.3	0.2
O=C(Nc1ccccc1)N1C[C@@H]2[C@H](c3ccccc31)[C@H](CO)N2Cc1cocn1	-4.2	-14.0
COCC(=O)N1[C@@H]2c3ccc(C4=CCCCC4)c(=O)n3C[C@@H]2[C@@H](CO)[C@@H]1C(=O)N1CCOCC1	-0.9	1.4
CCS(=O)(=O)N1CCCCN2[C@@H](CO)[C@H](c3ccc(C#CC(C)(C)O)cc3)[C@@H]2C1	0.1	0.9
O=C([C@@H]1[C@@H](CO)[C@@H]2Cn3c(ccc(C4=CCCC4)c3=O)[C@H]1N2C(=O)c1cccnc1)N1CCOCC1	0.8	0.5
CNC[C@@H]1Oc2ncc(C#CC3CCCC3)cc2C(=O)N([C@@H](C)CO)C[C@@H]1C	-1.3	-4.6
O=C(C[C@H]1CC[C@@H]2[C@H](COC[C@H](O)CN2C(=O)c2ccc3c(c2)OCO3)O1)NCCN1CCCCC1	-0.2	0.7
O=C(C[C@H]1CC[C@@H]2[C@H](COC[C@H](O)CN2S(=O)(=O)c2ccc(Oc3ccccc3)cc2)O1)Nc1ccccc1	3.5	0.9
C[C@H](CO)N1C[C@H](C)[C@@H](CN(C)Cc2ccccc2)Oc2ccc(NS(=O)(=O)c3ccccc3)cc2CC1=O	2.5	-0.1
C[C@@H]1CCCCO[C@H](CN(C)C(=O)Nc2cccc3ccccc23)[C@@H](C)CN([C@@H](C)CO)C(=O)c2cc(NC(=O)CCCN(C)C)ccc2O1	-1.0	-0.2

The final six compounds of the part before open the next one:
SMILES	Mtb BioA inh	TcdB GH inh
O=C([C@@H]1[C@@H](CO)[C@@H]2Cn3c(ccc(C4=CCCC4)c3=O)[C@H]1N2C(=O)c1cccnc1)N1CCOCC1	0.8	0.5
CNC[C@@H]1Oc2ncc(C#CC3CCCC3)cc2C(=O)N([C@@H](C)CO)C[C@@H]1C	-1.3	-4.6
O=C(C[C@H]1CC[C@@H]2[C@H](COC[C@H](O)CN2C(=O)c2ccc3c(c2)OCO3)O1)NCCN1CCCCC1	-0.2	0.7
O=C(C[C@H]1CC[C@@H]2[C@H](COC[C@H](O)CN2S(=O)(=O)c2ccc(Oc3ccccc3)cc2)O1)Nc1ccccc1	3.5	0.9
C[C@H](CO)N1C[C@H](C)[C@@H](CN(C)Cc2ccccc2)Oc2ccc(NS(=O)(=O)c3ccccc3)cc2CC1=O	2.5	-0.1
C[C@@H]1CCCCO[C@H](CN(C)C(=O)Nc2cccc3ccccc23)[C@@H](C)CN([C@@H](C)CO)C(=O)c2cc(NC(=O)CCCN(C)C)ccc2O1	-1.0	-0.2
C[C@@H]1CN([C@@H](C)CO)C(=O)c2cc(NC(=O)CCCCCC(=O)Nc3ccccc3N)ccc2O[C@H]1CN(C)C	3.6	-0.8
COc1ccccc1-c1ccc2n(c1=O)C[C@@H]1[C@@H](CO)[C@H](C(=O)NCC3CC3)N(S(C)(=O)=O)[C@H]21	-0.5	0.0
CN1C(=O)c2cc(NC(=O)c3cccs3)ccc2OC[C@H]2O[C@@H](CC(=O)N3CCCCC3)CC[C@H]21	4.6	1.2
CCC(=O)Nc1ccc2c(c1)OC[C@@H](C)N(Cc1ccccc1)C[C@@H](C)[C@H](OC)CN(C)C2=O	-0.2	-0.4
CC(C)NC(=O)N(C)C[C@H]1Oc2c(cccc2N(C)C)C(=O)N([C@@H](C)CO)C[C@@H]1C	-1.0	-2.0
O=C(O)C[C@H]1CC[C@H]2[C@@H](COC[C@H](O)CN2S(=O)(=O)c2ccc(Oc3ccccc3)cc2)O1	0.5	-3.1
COCc1cn(CC[C@@H]2CC[C@@H](NC(=O)Nc3c(C)noc3C)[C@@H](CO)O2)nn1	3.3	-1.1
O=C(C1CC1)N1C[C@@H]2[C@H](c3ccccc31)[C@H](CO)N2C(=O)c1ccccc1	2.3	1.1
C[C@@H]1CN([C@H](C)CO)C(=O)c2c(c3ccccc3n2C)-c2ccccc2CO[C@H]1CN(C)C(=O)Nc1cccc(F)c1	-0.8	1.6
COc1ccc(NC(=O)N(C)C[C@@H]2OCCCC[C@H](C)Oc3ccc(N(C)C)cc3C(=O)N([C@H](C)CO)C[C@H]2C)cc1	-2.2	-13.3
CCC(=O)N[C@@H]1CC[C@H](CC(=O)OC)O[C@@H]1CO	-0.6	0.0
O=C(C[C@@H]1CC[C@@H](NC(=O)c2ccncc2)[C@H](CO)O1)NCC1CC1	-3.1	-0.5
CC(C)NC(=O)Nc1ccc2c(c1)C(=O)N([C@@H](C)CO)C[C@H](C)[C@H](CN(C)C(=O)Nc1cccc3ccccc13)O2	-0.4	1.6
C[C@@H]1CN([C@H](C)CO)S(=O)(=O)c2ccc(C#Cc3cccnc3)cc2O[C@@H]1CN(C)C(=O)CN(C)C	-4.6	-17.7
CC(C)NC(=O)N(C)C[C@H]1Oc2ccc(N(C)C)cc2CC(=O)N([C@H](C)CO)C[C@H]1C	-2.9	-3.0
CO[C@H]1CN(C)C(=O)c2ccc(NS(=O)(=O)c3ccccc3C)cc2OC[C@@H](C)NC[C@@H]1C	0.4	0.4
CC(C)NC(=O)Nc1ccc2c(c1)C(=O)N([C@@H](C)CO)C[C@@H](C)[C@H](CN(C)S(C)(=O)=O)OCCCC[C@@H](C)O2	-1.0	-0.3
CN1C[C@H]2[C@@H](c3ccccc31)[C@H](CO)N2C(=O)Nc1ccc(F)cc1	-1.4	0.5
C[C@@H]1CN([C@H](C)CO)C(=O)c2cc(NC(=O)Cc3cn(C)c4ccccc34)ccc2O[C@H]1CN(C)Cc1ccncc1	-0.7	-6.1
CCCNC(=O)N1C[C@H](O)COC[C@@H]2O[C@H](CC(=O)NCc3ccc(Cl)c(Cl)c3)CC[C@H]21	-2.2	0.1
O=C(CC(F)(F)F)N1C[C@H]2[C@@H](c3ccccc31)[C@@H](CO)N2C(=O)C1CCCCC1	-4.6	-0.1
C[C@@H]1CN([C@H](C)CO)C(=O)c2cc(NC(=O)Nc3ccc4c(c3)OCO4)ccc2O[C@@H]1CN(C)C(=O)Nc1ccc2c(c1)OCO2	-1.5	-1.5
COCCOC(=O)N1C(=O)[C@@]2(c3cc(C#Cc4ccc(OC)cc4)ccc31)[C@H](C(=O)N1CCN(c3ncccn3)CC1)[C@H]1C(=O)O[C@H](c3ccccc3)[C@H](c3ccccc3)N1[C@@H]2c1ccc(OCCO)cc1	-0.8	-0.1
COc1ccc(S(=O)(=O)Nc2ccc3c(c2)CC(=O)N([C@@H](C)CO)C[C@H](C)[C@H](CN(C)CC2CCCCC2)O3)cc1	1.2	-0.4
COc1ccc(S(=O)(=O)Nc2ccc3c(c2)C(=O)N([C@H](C)CO)C[C@H](C)[C@H](CN(C)C(=O)Nc2ccc(F)cc2)OCCCC[C@H](C)O3)cc1	1.6	1.3
Other entries follow.
SMILES	Mtb BioA inh	TcdB GH inh
C[C@H]1CN([C@@H](C)CO)S(=O)(=O)c2ccc(C3=CCCC3)cc2O[C@@H]1CN(C)C(=O)c1cccnc1	-2.9	0.0
COc1ccccc1-c1cn(CC[C@H]2CC[C@@H](NC(=O)C3CCCCC3)[C@@H](CO)O2)nn1	9.5	-0.8
C[C@H]1ON(c2ccccc2)[C@@H](c2ccccc2)[C@@H]1C(=O)N1C(=O)OC[C@@H]1c1ccccc1	-1.2	-0.8
Cn1cnc(S(=O)(=O)N2C[C@H](O)COC[C@H]3O[C@H](CC(=O)N4CCN(c5ccccc5)CC4)CC[C@@H]32)c1	-0.8	0.4
C[C@H]1CN([C@@H](C)CO)C(=O)c2cc(NC(=O)CCN3CCOCC3)ccc2O[C@@H]1CN(C)S(=O)(=O)c1ccc(F)cc1	-1.7	0.6
C[C@@H]1CN([C@@H](C)CO)C(=O)c2cc(NC(=O)Cc3ccccc3)ccc2O[C@@H](C)CCCCO[C@H]1CN(C)C	-1.0	1.5
COc1ccc(NC(=O)N(C)C[C@@H]2Oc3ccc(NS(=O)(=O)c4ccc(OC)cc4)cc3CC(=O)N([C@H](C)CO)C[C@@H]2C)cc1	-0.2	1.0
Cc1noc(C)c1NC(=O)Nc1ccc2c(c1)C(=O)N([C@H](C)CO)C[C@H](C)[C@@H](CN(C)C(=O)Cc1ccccc1)OCCCC[C@@H](C)O2	-0.6	-1.6
O=C(NC1CCC1)[C@H]1[C@H](CO)[C@H]2Cn3c(ccc(/C=C/c4ccccc4)c3=O)[C@H]2N1Cc1cncnc1	0.0	2.1
O=C(C[C@H]1CC[C@H](NC(=O)c2ccc3c(c2)OCO3)[C@@H](CO)O1)NCc1ccc(Oc2ccccc2)cc1	-2.4	-1.1
COCC(=O)N1C[C@H](C)[C@H](OC)CN(C)C(=O)c2cc(NC(=O)Nc3ccccc3)ccc2OC[C@H]1C	2.9	3.4
CCC(=O)N1C[C@@H](C)[C@@H](OC)CN(C)C(=O)c2cc(NC(=O)c3ccc(F)cc3)ccc2OC[C@H]1C	-1.5	-1.4
C[C@@H]1CN([C@@H](C)CO)C(=O)c2cc(C#Cc3cccc(F)c3)cnc2O[C@H]1CN(C)C(=O)C1CCC1	3.6	1.5
C[C@@H]1CN([C@@H](C)CO)C(=O)c2cc(-c3ccc(F)cc3)cnc2O[C@@H]1CN(C)C(=O)c1ccccn1	-0.4	1.5
C[C@H]1CCCCO[C@@H](CN(C)Cc2ccccc2)[C@@H](C)CN([C@@H](C)CO)C(=O)c2cc(NC(=O)Nc3ccc(C(F)(F)F)cc3)ccc2O1	-2.7	0.1
CC=Cc1ccc2n(c1=O)C[C@@H]1[C@@H](CO)[C@H](C(=O)NCCCN(C)C)N(Cc3cocn3)[C@H]21 (mixture of isomers)	0.9	0.2
O=C(C[C@@H]1CC[C@H](NC(=O)CC2CC2)[C@H](CO)O1)NCc1ccc(-c2ccccc2)cc1	-0.8	0.1
Cc1ccc(S(=O)(=O)N(C)C[C@@H]2Oc3ccc(NS(=O)(=O)c4ccccc4)cc3CC(=O)N([C@H](C)CO)C[C@@H]2C)cc1	-5.9	0.0
C[C@H](NC(=O)C[C@@H]1C=C[C@@H](NS(=O)(=O)c2cccc(F)c2)[C@H](CO)O1)c1ccccc1	-0.6	-0.2
COc1cccc(S(=O)(=O)N(C)C[C@H]2Oc3cc(C#CCC(C)C)ccc3S(=O)(=O)N([C@@H](C)CO)C[C@@H]2C)c1	2.0	0.9
CCC(=O)N1[C@@H](CO)[C@@H]2c3ccccc3N(C(=O)c3ccc4c(c3)OCO4)C[C@@H]21	0.3	-1.1
O=C(NCC[C@@H]1CC[C@@H](NC(=O)C2CCC2)[C@H](CO)O1)Nc1ccc(Cl)cc1	0.5	-0.3
C/C=C/c1ccc([C@H]2[C@@H](CO)N(c3nc(-c4ccccc4)cs3)[C@H]2C#N)cc1	-1.9	-0.9

Structural class: the entries above with a CF3 group
SMILES	Mtb BioA inh	TcdB GH inh
C[C@@H]1CCCCO[C@@H](CN(C)S(=O)(=O)c2ccc(Cl)cc2)[C@H](C)CN([C@@H](C)CO)C(=O)c2cc(NC(=O)CCC(F)(F)F)ccc2O1	0.7	0.5
C[C@@H]1CN([C@@H](C)CO)C(=O)Cc2cc(NC(=O)CCC(F)(F)F)ccc2O[C@@H]1CN(C)C(=O)Nc1ccc2c(c1)OCO2	-0.5	0.4
O=C(CC(F)(F)F)N1C[C@H]2[C@@H](c3ccccc31)[C@@H](CO)N2C(=O)C1CCCCC1	-4.6	-0.1
C[C@H]1CCCCO[C@@H](CN(C)Cc2ccccc2)[C@@H](C)CN([C@@H](C)CO)C(=O)c2cc(NC(=O)Nc3ccc(C(F)(F)F)cc3)ccc2O1	-2.7	0.1
